EP2 mod = modulators of human EP2 prostaglandin E2 receptor; P43116; EP2-expressing cells, cAMP HTRF FRET, PGE2 co-stimulation; induction, % at 25 µM; actives 0.83% (n = 260,000);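 active means compounds whose cAMP rise, as percent of the full-agonist control response, exceeds 60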;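 further: rat C6 glioma line stably carrying human EP2 under a CMV promoter; the protocol text gives 20 µM as final concentration; 100% = response of wells given 1 µM PGE2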
Target sequence (P43116 whole entry, looked up): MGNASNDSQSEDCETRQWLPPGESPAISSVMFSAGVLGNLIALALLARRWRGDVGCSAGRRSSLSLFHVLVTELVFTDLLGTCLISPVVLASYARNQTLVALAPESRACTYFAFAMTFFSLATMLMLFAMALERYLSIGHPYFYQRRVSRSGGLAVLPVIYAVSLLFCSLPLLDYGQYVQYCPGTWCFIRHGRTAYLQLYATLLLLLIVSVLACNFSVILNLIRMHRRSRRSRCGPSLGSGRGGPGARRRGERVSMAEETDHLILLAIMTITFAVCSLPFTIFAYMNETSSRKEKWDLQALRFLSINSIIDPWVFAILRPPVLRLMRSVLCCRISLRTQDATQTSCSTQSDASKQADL
zfTRPN1 agonist = activates the zebrafish TRPN1 channel; HEK293 zebrafish TRPN1-YFP, Fluo-8 calcium fluorescence; 100% = response to 87 µM carbachol; activation, % at 3 µM; actives 0.18% (n = 220,000); AID 1424;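 active means activation above its plate's cutoff, the mean activation of test wells on that plate plus 3 SD, cut at about 19% in these data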;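 further: 0% = DMSO alone and 100% = 87 µM carbachol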
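Material: zebrafish TRPN1-YFP in HEK293 cells; Doses: single test compound dose, 3 µM nominal, 0.3% DMSO; Timing: dye loading 1 h at 37 °C, then 30 min room temperature; Technique: intracellular calcium fluorescence with Fluo-8; Benchmarks: high carbachol 87 µM, low DMSO alone.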
TRPML3 agonist = activates the human TRPML3 channel; activation, % at 3 µM; actives 0.29% (n = 220,000); AID 1448; Q8TDD5; HEK293 TRPML3-YFP, Fluo-8 calcium fluorescence; 100% = the carbachol control signal;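 active means activation above its plate's cutoff, the mean activation of the plate's test wells plus 3 SD, cut at about 12% in these data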;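 further: 0% = DMSO only wells and 100% = carbachol wells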
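Test system: TRPML3-YFP stable HEK293 cells. Doses: single point at 3 µM. Incubation: dye loading 1 h 37 °C then 30 min ambient, 125 s read. Signal: Fluo-8 calcium dye fluorescence, ex 470-495, em 515-575 nm. Measure: percent activation from peak-to-basal fluorescence ratio, scaled between DMSO and carbachol.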
NPY-Y2 PAM-ag = potentiators or agonists of human neuropeptide Y receptor Y2; activation, % at 3.6 µM; P49146; actives 0.45% (n = 220,000); AID 1359; cells expressing NPY-Y2, potentiator/agonist read-out; in the data active means activation above about 27%;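 further: cells stimulated with NPY near EC25 plus isoproterenol at EC100; 0% = vehicle plus submaximal agonist and 100% = vehicle plus saturating agonist; some results beyond the cut were filed as inactive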
Target sequence (P49146 whole entry, looked up): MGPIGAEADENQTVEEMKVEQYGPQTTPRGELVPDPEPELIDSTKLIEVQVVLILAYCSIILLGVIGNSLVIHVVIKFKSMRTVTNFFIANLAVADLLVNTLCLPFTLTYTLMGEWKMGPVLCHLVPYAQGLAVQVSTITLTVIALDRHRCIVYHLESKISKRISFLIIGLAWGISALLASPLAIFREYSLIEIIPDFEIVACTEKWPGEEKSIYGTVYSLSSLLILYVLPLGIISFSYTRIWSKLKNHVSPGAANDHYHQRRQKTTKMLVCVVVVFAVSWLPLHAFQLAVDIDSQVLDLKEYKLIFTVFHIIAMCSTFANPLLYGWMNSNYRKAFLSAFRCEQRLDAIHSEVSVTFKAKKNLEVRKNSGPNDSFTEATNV
S1P4 antagonist = blocks the human S1P4 receptor. actives 0.26% (n = 220,000). inhibition, % at 4.98 µM. S1P4-expressing cells, antagonist mode, reporter read-out. AID 1510; in the data active means inhibition above about 29%;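 further: 0% = wells stimulated with agonist and 100% = vehicle wells without agonist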
NPY1 pot ag = potentiates or activates human NPY-Y1 receptor. P25929. NPY-Y1 expressing cells, potentiator/agonist activation. activation, % at 3.6 µM. actives 0.37% (n = 220,000). AID 1304; in the data active means activation above about 33%, passing the limit was not always enough;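 further: cells stimulated with NPY at EC10 then isoproterenol at EC100; 0% = low agonist plus stimulus and 100% = saturating agonist plus stimulus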
NPY-Y1 antag = antagonists of human neuropeptide Y receptor Y1 | AID 1040 | actives 1% (n = 200,000) | HEK293-CNG Y1 cells, membrane potential fluorescence; NPY at EC95, then isoproterenol | P25929 | inhibition, % at 3.6 µM;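 active means inhibition above the campaign mean inhibition of all tested compounds plus 3 SD, cut at about 20% in these data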;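 further: 0% = DMSO wells given NPY plus isoproterenol and 100% = isoproterenol alone without NPY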
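System: HEK293 cells with Y1 receptor plus CNG channel / Probe or stimulus: NPY 25 nM then isoproterenol 1 µM plus Ro 20-1724 25 µM / Compound: one concentration, 3.6 µM, in 0.4% DMSO / Schedule: compound incubation 1 h at room temperature, readout 45 min post-stimulation / Measured by: membrane potential fluorescence / Read-out: % inhibition of NPY effect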
S1P4 agonist = human S1P4 receptor agonism | actives 0.35% (n = 220,000) | activation, % at 4.98 µM | S1P4-expressing cell line, agonist reporter assay | AID 1509; in the data active means activation above about 11%;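 further: 0% = DMSO vehicle and 100% = reference agonist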
CHOP inh = blocks CHOP induction under ER stress; inhibition, % at 10 µM; CHO-K1 CHOP-promoter luciferase, tunicamycin-induced, 15-18 h; actives 3.8% (n = 220,000);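 active means compounds that reduced the stress-induced luciferase reporter signal by more than about 70% of percent inhibition, limit read from the data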;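 further: 0% = tunicamycin plus vehicle and 100% = wells without tunicamycin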
Starred values were filed as active, the others as inactive; nt = no result given; & = joins results of further samples.

nr	canonical_smiles	EP2 mod	zfTRPN1 agonist	TRPML3 agonist	NPY-Y2 PAM-ag	S1P4 antagonist
1	Nc1nc(Cl)cc(N2CCC(c3cc(-c4ccc(Cl)cc4)n[nH]3)CC2)n1	-57	4.8	3.8	33	-13
2	Cc1cccc(NC(=S)N(Cc2cccs2)Cc2cc3cc(C)cc(C)c3[nH]c2=O)c1	5&21	-0.1	1.0	11	-10
3	CC(C)Sc1nc2sc3c(c2c2nnc(SCC(=O)NCc4ccco4)n12)CCCC3	58	1.0	0.8	-4	-20
4	Cc1ccc(OCc2ccc(C(=O)Nc3ccc(S(N)(=O)=O)cc3)o2)cc1	-42&-50	2.1	0.8	8	-25
5	Cc1c(Cl)cccc1NC(=O)CNc1cccc(S(=O)(=O)N(C)C)c1	-25	2.4	0.9	9	-11
6	COc1ccccc1NCC(=O)N/N=C(\C)c1ccc(Br)s1	-6	1.1	0.3	6	2
7	O=C(CSc1nc2ccccc2c(=O)n1-c1ccc(SC(F)F)cc1)Nc1ccc(N2CCOCC2)cc1	5	1.3	1.2	-6	-12
8	COC(=O)CN1C(=S)N(Cc2ccccc2)C(=O)C1CC(=O)Nc1ccc(OC)cc1 (stereo not drawn)	-8	2.4	0.4	17	-7

nr	NPY1 pot ag	NPY-Y1 antag	S1P4 agonist	CHOP inh
1	55*	-5	-4.5	61
2	1	0	-0.7	-47
3	-2	0	2.5	42
4	-4	-6	0.3	0
5	19	-1	1.3	16
6	-3	2	1.7	98*
7	7	5	1.7	-1
8	22	-3	0.0	51

Going on with the list:
nr	canonical_smiles	EP2 mod	zfTRPN1 agonist	TRPML3 agonist	NPY-Y2 PAM-ag	S1P4 antagonist
9	Cc1ccc(/C=N/Nc2ncc(Cl)cc2Cl)s1	-13	-1.8	-0.2	13	1
10	COCCCNc1nnc(Cc2ccccc2)c2ccccc12	-4	0.5	-0.7	-10	-4
11	O=C(/C=C/c1ccc(Cl)cc1)NC(=S)Nc1ccccc1C(=O)O	-29	-0.6	-0.3	-15	14
12	COc1cccc([C@@H]2Oc3ccc(OC)cc3C(=O)[C@H]2OC(=O)N[C@H](C)C2CCCCC2)c1	53	-1.5	-0.1	8	4
13	CCn1c(SCC(=O)N2c3ccccc3CCc3ccccc32)nc2c1c(=O)n(C)c(=O)n2C	nt	0.2	0.5	1	8
14	CN1CCN(c2ccccc2NS(=O)(=O)c2ccc3c(c2)CCN3C(=O)C2CCC2)CC1	nt	1.2	0.4	-9	9
15	O=C(CN1CCC(O)(c2cccc(F)c2)CC1)NCCc1c[nH]c2ccccc12	-27	1.9	0.9	-3	-6
16	Cc1ccc(NC(=O)/C(C#N)=C/c2ccc(Sc3nc(C)cc(C)n3)o2)cc1	-1	-0.6	0.0	-5	-8

nr	NPY1 pot ag	NPY-Y1 antag	S1P4 agonist	CHOP inh
9	22	2	3.9	15
10	-12	1	-0.8	-1
11	-20	nt	-1.3	-6
12	-18	4	1.4	45
13	2	1	0.6	nt
14	-18	5	0.0	nt
15	-1	nt	-0.8	9
16	0	7	-1.8	6

Other records.
nr	canonical_smiles	EP2 mod	zfTRPN1 agonist	TRPML3 agonist	NPY-Y2 PAM-ag	S1P4 antagonist
17	Cc1nc(CN2CCN(C(=O)c3ccc(C(C)(C)C)cc3)CC2)cs1	-48	0.2	0.2	2	-22
18	COc1ccc(NC(=O)C2CCCN(S(=O)(=O)c3cccnc3)C2)c(OC)c1 (stereo not drawn)	-1	1.4	0.1	-10	-19
19	Cc1ccc(NC(=O)COC(=O)CCc2ccc(S(=O)(=O)N3CCOCC3)cc2)cc1C	-35	2.1	1.7	-8	8
20	CCOC(=O)CCP(=O)(O)C(C)(O)c1ccccc1 (stereo not drawn)	30	-0.7	0.4	-6	0
21	CC1Cc2ccccc2N1C(=O)CSc1nnc(NC(=O)Cc2cccs2)s1 (stereo not drawn)	3&4	-0.2	-0.3	-2	-7
22	CC1CCCN(S(=O)(=O)c2ccc3c(c2)CCN3C(=O)C2CCC2)C1 (stereo not drawn)	16	-1.4	0.8	3	-16
23	Cc1ccc(-c2csc(=Nc3cccnc3)n2CCCn2ccnc2)cc1C	-45	0.7	0.6	-10	-38
24	O=C(Nc1nnc(C2CC2)s1)C1CC(=O)N(c2ccc3c(c2)OCCO3)C1 (stereo not drawn)	11	0.8	-0.7	-24	-13

nr	NPY1 pot ag	NPY-Y1 antag	S1P4 agonist	CHOP inh
17	-3	-1	0.5	30
18	6	-2	-0.8	41
19	-1	8	2.4	1
20	-20	-3	0.1	17
21	-26	-3	1.4	30
22	5	-1	1.2	65
23	-17	6	3.0	62
24	-12	2	1.5	16

New compounds follow
nr	canonical_smiles	EP2 mod	zfTRPN1 agonist	TRPML3 agonist	NPY-Y2 PAM-ag	S1P4 antagonist
25	COC(=O)c1ccc(NC(=O)[C@H](C)NC(N)=O)cc1	6	2.0	-0.5	5	-9
26	COc1ccc(O)c(C(=O)c2cc(SCC(=O)O)c3nc4sc5c(c4c(=O)n3c2)CCCC5)c1	23	0.0	0.0	-15	-9
27	COCc1cc(C)nc(SCC[N+](C)(C)CC(=O)Nc2cccc(C(F)(F)F)c2)c1C#N	-29	-1.1	-0.5	-6	-4
28	COc1cc(/C=C/C(=O)N2CCCC2)cc(OC)c1OC	7	0.0	0.3	5	-15
29	CCOc1ccccc1Nc1cc(C)nc2nnnn12	-17	-0.1	0.8	12	-15
30	CC1CC(C)CN(C(=O)Cn2cc(C=O)c3ccccc32)C1 (stereo not drawn)	-37	0.0	0.4	1	4
31	O=C(NCCCCCCOC1=NS(=O)(=O)c2ccccc21)C(=O)Nc1ccccc1	-5	3.7	2.7	-6	-10
32	Cc1ccc(CCNC(=O)C2CCCN(S(=O)(=O)c3c(C)noc3/C=C/N(C)C)C2)cc1 (stereo not drawn)	15	2.9	2.0	9	-11

nr	NPY1 pot ag	NPY-Y1 antag	S1P4 agonist	CHOP inh
25	-2	nt	0.1	5
26	-6	nt	1.4	31
27	54*	-4	-0.5	-3
28	-9	6	1.9	22
29	3	1	1.7	15
30	-5	-3	-0.5	-16
31	6	1	-0.5	27
32	6	2	-0.2	-3

Complete entries, quoted from the list. Order of values: EP2 mod | zfTRPN1 agonist | TRPML3 agonist | NPY-Y2 PAM-ag | S1P4 antagonist | NPY1 pot ag | NPY-Y1 antag | S1P4 agonist | CHOP inh
Record of COCc1cc(C)nc(SCC[N+](C)(C)CC(=O)Nc2cccc(C(F)(F)F)c2)c1C#N → -29 | -1.1 | -0.5 | -6 | -4 | 54* | -4 | -0.5 | -3
Record of CC(C)Sc1nc2sc3c(c2c2nnc(SCC(=O)NCc4ccco4)n12)CCCC3 → 58 | 1.0 | 0.8 | -4 | -20 | -2 | 0 | 2.5 | 42
Record of COc1cccc([C@@H]2Oc3ccc(OC)cc3C(=O)[C@H]2OC(=O)N[C@H](C)C2CCCCC2)c1 → 53 | -1.5 | -0.1 | 8 | 4 | -18 | 4 | 1.4 | 45

Next part.
nr	canonical_smiles	EP2 mod	zfTRPN1 agonist	TRPML3 agonist	NPY-Y2 PAM-ag	S1P4 antagonist
33	O=C(COc1cccc(NC(=O)c2ccccc2)c1)c1ccccc1	-85	-0.2	1.0	8	9
34	Cc1cc(C)nc(SCC(=O)Nc2ccc(S(=O)(=O)N3CCCCC3)cc2)n1	3	1.4	1.0	-14	10
35	CCOC(=O)C1C(c2ccc(O)c(OC)c2)NC(=S)NC1(O)C(F)(F)F (stereo not drawn)	18	1.8	0.8	7	-5
36	O=C(Nc1ccc(S(=O)(=O)Nc2ncccn2)cc1)c1cccnc1	-5	-0.1	0.5	0	-4
37	CN(C)S(=O)(=O)c1ccc(NC(=O)CSc2ncnc3ccccc23)cc1	7	1.6	0.6	-1	3
38	CCOc1ccc(NC(=O)C(c2ccccn2)N(C(=O)CCl)c2ccc(F)cc2)cc1 (stereo not drawn)	1	1.1	0.4	7	4
39	CC1(C)CC(=O)C2=C(C1)OC(N)=C(C#N)C2CCc1ccccc1 (stereo not drawn)	31	-0.7	-0.1	8	1
40	COc1cccc2cc(C(=O)N3CCN(c4ncccn4)CC3)c(=O)oc12	20	1.9	-0.1	-16	-19

nr	NPY1 pot ag	NPY-Y1 antag	S1P4 agonist	CHOP inh
33	11	6	1.1	-7
34	-5	5	-0.8	20
35	-13	4	1.2	-17
36	14	1	-0.4	-9
37	-9	0	-0.4	14
38	15	5	-0.6	-9
39	-11	4	3.4	32
40	-23	1	0.1	1

Going on with the list.
nr	canonical_smiles	EP2 mod	zfTRPN1 agonist	TRPML3 agonist	NPY-Y2 PAM-ag	S1P4 antagonist
41	Cc1c(NS(=O)(=O)c2ccccc2)cc(Cl)c(O)c1C	3	-1.6	-0.7	-1	-7
42	CN1CCc2c(sc3nc(SCC(N)=O)n(-c4ccccc4)c(=O)c23)C1	23	-0.7	0.8	-2	-8
43	Cc1ccc(N2C(=O)CC(c3c[nH]c4ccccc34)C2=O)cc1 (stereo not drawn)	-13	0.3	0.8	-2	-16
44	N#Cc1c(-c2ccccc2)nc2n(-c3ccccc3)nc(C(=O)Nc3ccccc3)n2c1=O	-6	-0.5	0.8	-1	-5
45	CC[N+]1(CC(O)COC2CC(C)CC(C)(C)C2)CCOCC1 (stereo not drawn)	15	1.2	0.0	-18	-8
46	CNS(=O)(=O)c1ccc(NC(=O)c2ccoc2C)cc1	6	-0.8	0.6	6	-10
47	COc1ccc(N2CCN(C(=O)c3cn(C)c(=O)c4c3c3ccccc3n4C)CC2)cc1	-14	0.6	4.7	8	-4

nr	NPY1 pot ag	NPY-Y1 antag	S1P4 agonist	CHOP inh
41	-20	6	-0.4	31
42	-2	3	0.1	22
43	9	0	3.2	13
44	-22	3	-0.6	32
45	0	nt	0.4	-12
46	22	4	-1.9	-4
47	6	4	1.2	-22

Structures listed above printed as active in CHOP inh:
| # | molecule | EP2 mod | TRPML3 agonist | NPY-Y2 PAM-ag | S1P4 antagonist | NPY1 pot ag | NPY-Y1 antag | S1P4 agonist | CHOP inh |
| --- | --- | --- | --- | --- | --- | --- | --- | --- | --- |
| 6 | COc1ccccc1NCC(=O)N/N=C(\C)c1ccc(Br)s1 | -6 | 0.3 | 6 | 2 | -3 | 2 | 1.7 | 98* |
